Screening data deposited in PubChem BioAssay by Broad Institute.
miR-122 sensor = miR-122 inhibition in Huh7 cells; Huh7 miR-122 Renilla luciferase sensor, 48 h; neutral wells = 0, positive control = 100; activation (reporter increase), % at 12.5 µM; 340,000 tested, 0.3% active;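 active = mean replicate activation score at least 90 and every replicate individually at or above 90; inconclusive = only one of the two criteria met; inactive = neither criterion met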;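 note: higher luciferase means less miR-122 activity so hits act as miR-122 inhibitors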
PGC1a acetyl inh = modulators of PGC1a acetylation. 350,000 tested, 0.17% active. inhibition, % at 15.6 µM. U2OS PGC1a acetylation, AlphaScreen anti-acetyl-lysine; with virally co-expressed GCN5 acetyltransferase;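 active = every replicate shows inhibition of at least 40%; inconclusive = mean inhibition at least 40% but some replicate below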;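 note: 0% = neutral control wells and 100% = positive control wells; some results beyond the cut were filed as inactive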
Cneo AK release = causes C. neoformans cell lysis; 360,000 tested, 0.2% active; lysis activity, % at 15 µM; AID 651654; adenylate kinase release luminescence, 4 h; normalised: neutral wells 0, clomiphene wells 100;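 active = mean lysis activity across replicates of at least 80%, whatever share of replicates individually reach that level; inactive = mean lysis activity below 80%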
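Test system: log-phase Cryptococcus neoformans yeast cells; Quantity: yeast cell density of 5 × 10^6 cells/mL; Buffer or medium: YPD; Doses: single compound concentration per well; Timing: 4 h at 37 °C static, read 1 h later; Measured by: AK luminescence; Read-out basis: lysis from increased AK signal; Control set: Clomiphene as positive control.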
* marks the source's active call; other numbers are inactive results; ? = inconclusive.

SMILES | miR-122 sensor | PGC1a acetyl inh | Cneo AK release
N=c1ccn(Cc2cccc(Cl)c2)cc1 | -6 | 5 | 1
O=C(NCc1cccs1)c1ccc(CS(=O)(=O)c2ccc(Cl)cc2)o1 | 2 | 5 | 2
COc1ccc(C2N=C(c3ccccc3)NC(c3ccccc3)=N2)cc1 | -3 | -16 | 0
O=C(Nc1ccc(NC(=S)NC(=O)c2ccccc2Cl)cc1)c1cccc(Cl)c1 | -2 | -13 | 1
COc1ccc(Nc2nc(NCc3ccco3)nc(N/N=C/c3ccccc3)n2)cc1 | -3 | 10 | -1
CC(NC(=O)C12CC3CC(C1)CC(n1cncn1)(C3)C2)C12CC3CC(CC(C3)C1)C2 (stereo not drawn) | -6 | -6 | -2
COC(=O)[C@@H](NC(=O)N1CCN(c2cccc(C(F)(F)F)c2)CC1)C(C)C | -9 | 6 | -2
Cc1ccccc1-n1nnnc1Sc1nnnn1-c1ccccc1 | -13 | ? | -2
C=CCc1c(C)nc(C)nc1N/N=C/c1ccccc1 | 4 | -2 | 0
CCCS(=O)(=O)Nc1ccc(-c2cn3c(n2)SCC3)cc1 | -5 | 9 | 0
O=S(=O)(O)c1nc2ccccc2n1CCOc1ccccc1 | 0 | 14 | 1
COc1ccc(-c2ncc3ccccn23)cc1OC | 3 | 16 | -10
CC(Sc1nc2ccccc2c(=O)n1C)C(=O)NC1CCCCC1C (stereo not drawn) | 2 | -9 | 6
COc1ccc2nc(NC(=O)C3CCCN(S(=O)(=O)c4cccs4)C3)sc2c1 (stereo not drawn) | -5 | -30 | 1
O=C(O)CCC(=O)Nc1ccc(Br)c(Cl)c1 | -4 | -4 | -1

Going on with the list:
SMILES | miR-122 sensor | PGC1a acetyl inh | Cneo AK release
CC(=O)Nc1cccc(Oc2cc(C#N)c(C#N)cc2N2CCOCC2)c1 | -5 | 14 | 1
Nc1c(C(O)(C(F)(F)F)C(F)(F)F)cc(C(O)(C(F)(F)F)C(F)(F)F)c2ccccc12 | 12 | -7 | 0
CCCC1(c2ccccc2)NC(=O)N(CC(=O)c2[nH]c(C)c(C(=O)OCC)c2C)C1=O (stereo not drawn) | -5 | 5 | 4
COc1cccc(C(CC(=O)NCC2CCCO2)NS(=O)(=O)c2ccc(C)cc2)c1OC (stereo not drawn) | 3 | 2 | 0
CCOc1ccc(-c2nc(S(=O)(=O)c3ccccc3)c(NCc3cccnc3)o2)cc1 | 4 | 9 | 7
CC(C)(C)c1ccc(/C=C/C(=O)NC2=NCCS2)cc1 | 2 | 7 | 8
O=C(O)Cc1coc(-c2ccc(F)cc2)n1 | 1 | 10 | 0
CCN1CCCC1CNC(=O)Cn1cccc1C(=O)c1ccccc1 (stereo not drawn) | 2 | -3 | 0
O=C(Nc1ccc(F)cc1)c1cn(-c2ccccc2)nc1-c1ccncc1 | 15 | -21 | -1
CCCNC(=O)C1(CC2CC(c3ccccc3)=NO2)CCN(C(=O)CCCCCBr)CC1 (stereo not drawn) | 34 | 2 | 0
c1ccc(CSc2nnc(-c3c[nH]c4ccccc34)o2)cc1 | -2 | -9 | -5
CCCC(=O)N1CCN(c2ccc(NC(=O)c3sc4ccccc4c3Cl)cc2)CC1 | -14 | 8 | -1
O=C(Cn1c(=O)sc2ccccc21)N1CCOCC1 | -3 | -8 | 1
CN1C(=O)CC(N2CCN(CCN=CC3=C(O)CC(C)(C)CC3=O)CC2)C1=O (stereo not drawn) | -1 | 2 | -1
COc1ccc(S(=O)(=O)N(CCc2ccccc2)CC(=O)O)cc1C | 3 | -11 | 5

Other structures
SMILES | miR-122 sensor | PGC1a acetyl inh | Cneo AK release
COc1ccc2cc(CN(Cc3ccco3)C(c3nnnn3C3CCCCC3)C(C)C)c(=O)[nH]c2c1 (stereo not drawn) | -5 | 1 | 2
CCN(C(=O)Cn1c(=O)oc2ccccc21)C1CCS(=O)(=O)C1 (stereo not drawn) | -4 | -10 | 13
CCCCC(CC)CNC(=O)c1ccc2c(c1)OCO2 (stereo not drawn) | 10 | -19 | -1
Clc1cccc(N=C2NN=C(c3ccc4c(c3)OCCO4)CS2)c1 | 6 | -26 | -1
O=C(CSc1nc2ccc(Cl)cc2o1)NCc1ccc2c(c1)OCO2 | 1 | 8 | 1
Cc1ccc(SCCNS(=O)(=O)c2ccc3c(c2)OCCO3)cc1 | 30 | 5 | 0
Cc1ccc(NC(=O)CSc2nc(NS(=O)(=O)c3ccccc3)cc(=O)[nH]2)cc1 | 1 | 5 | -2
CC(=O)Nc1cccc(NS(=O)(=O)c2cccc3nsnc23)c1 | 2 | 9 | 4
Cc1ccc(C)c(N2C(=O)CS/C2=N\NC(=O)c2ccccc2Cl)c1 | 1 | -1 | 3
O=S(=O)(Cc1ccccc1)N1CCCC(c2nc(-c3ccc(F)cc3)no2)C1 (stereo not drawn) | -4 | -21 | 2
O=C(Cc1c(O)c2ccccc2[nH]c1=O)NCc1ccccc1 | -2 | 6 | 0
Cc1ccc(Cc2cnc(NC(=O)C3CCCO3)s2)cc1 (stereo not drawn) | -5 | -10 | -1
Cc1cccc(S(=O)(=O)NCC2CCCO2)c1 (stereo not drawn) | 56 | -14 | -2
Cn1cccc1C(=O)C(=O)Nc1ccc(Cl)cc1 | -2 | 1 | -3
CCCNS(=O)(=O)c1ccc(C(=O)NCC2CCCO2)cc1 (stereo not drawn) | -4 | -7 | 3

More entries.
SMILES | miR-122 sensor | PGC1a acetyl inh | Cneo AK release
CCOC(=O)C(C(=O)NCc1cccc(OC)c1)c1ncc(C(F)(F)F)cc1Cl (stereo not drawn) | -2 | -4 | -3
O=C(CN(Cc1ccccc1)S(=O)(=O)c1ccc2c(c1)OCCO2)N/N=C/c1ccc(F)cc1 | 6 | -1 | 3
COc1ccc(C2SC[C@@H](C(=O)O)N2C(C)=O)cc1 (stereo partly drawn) | -1 | -2 | 1
CC(=O)c1cccc(-n2nnnc2SCC(=O)Nc2ccccc2N2CCCCC2)c1 | -10 | -15 | 0
CCCN(CC1CC1)S(=O)(=O)c1ccc(-n2cnnn2)c(OC)c1 | 12 | -1 | -1
COc1cnc(-c2ccccc2)nc1Oc1ccc(C(C)(C)C)cc1 | -6 | 0 | 1
CCOC(=O)c1c(N)n[nH]c1-c1ccccc1 | 5 | 18 | 0
CCn1c(O)c(C=NCCN2CCOCC2)sc1=S | -1 | -6 | -1
COC(=O)c1sc(NC(=O)c2oc3ccccc3c2C)nc1C | 4 | -4 | 0
O=C(CSc1ncc(C(F)(F)F)cc1Cl)N1CCN(S(=O)(=O)c2ccccc2)CC1 | 2 | -20 | 2
Cc1ccc(F)c(NC(=O)C2CCCCC2C(=O)O)c1 (stereo not drawn) | -2 | -8 | 1
CC(=O)Nc1ccc(S(=O)(=O)N(C2=NCC(C)S2)c2ccccc2)cc1 (stereo not drawn) | 19 | 4 | -3
CCCCn1c(NCCC)nc2c1c(=O)[nH]c(=O)n2C | 0 | -1 | -1
O=C(Nc1ccc(N2CCOCC2)cc1N1CCOCC1)c1ccc([N+](=O)[O-])cc1 | -6 | -13 | 3
CCCCC(=O)Nc1ccc2c(c1)C(=O)NC2=O | -2 | -8 | -3

Carrying on:
SMILES | miR-122 sensor | PGC1a acetyl inh | Cneo AK release
Clc1ccc2c(c1)C(N1CCNCC1)Cc1ccccc1S2 (stereo not drawn) | -8 | -38 | 11
O=C(CCCN1CCOCC1)c1ccc2c(c1)OCCO2 | 1 | 3 | -1
CCn1c(SCC(=O)Nc2ccc(S(=O)(=O)Nc3ccccn3)cc2)nnc1-c1ccncc1 | -2 | 12 | -1
O/N=C1\CCC\C1=C/c1ccco1 | -3 | 7 | -1
COC(=O)c1c(NC(=O)c2cccs2)sc2c1CCCC2 | 8 | -15 | 2
O=C(CC(Nc1ccc(F)cc1)C(=O)O)c1ccccc1 (stereo not drawn) | -6 | -76 | 0
O=C1c2ccccc2NC(c2ccc3c(c2)OCO3)N1O (stereo not drawn) | 4 | 4 | -4
Cc1cccc2cc(COC(=O)C3CCCCC3)c(=O)[nH]c12 | 12 | -1 | -1
CCn1c(SCC(=O)NNC(=O)Cc2ccccc2)nnc1-c1ccccc1 | -3 | -1 | 0
CCc1c(C)nc(N2CCN(Cc3ccccc3)CC2)[nH]c1=O | -4 | -7 | -1
Cc1cccc(-n2ncc3c(NCCN4CCOCC4)ncnc32)c1 | 2 | 2 | -4
Cc1ccc(-n2c(N)c(C(=O)N3CCN(C)CC3)sc2=S)cc1 | 6 | 12 | 1
Cc1sc2ncn(CCn3cnc4sc(C)c(C)c4c3=O)c(=O)c2c1C | -4 | -1 | 1
Cc1nc(-c2ccc(S(=O)(=O)N3CCCCCC3)cc2)cs1 | 9 | 2 | -5
CCn1c(CSc2nc3ccccc3s2)nnc1SCC(=O)c1ccc(O)c(O)c1 | 1 | -3 | 1

Next part:
SMILES | miR-122 sensor | PGC1a acetyl inh | Cneo AK release
CCOc1ccc(NC(=O)CN2CCN(CC(=O)c3ccc(OC)c(OC)c3)CC2)cc1 | -3 | 5 | -2
O=P(O)(c1ccccc1)c1ccccc1O | 2 | 43 | 1
Cc1ccc2nc(N/N=C\c3ccc([N+](=O)[O-])o3)nc(-c3ccccc3)c2c1 | -5 | 30 | 2
COCCn1c(CCC(=O)O)nc2c1c(=O)[nH]c(=O)n2CC(C)C | -1 | 4 | 7
N#Cc1nc(-c2ccco2)oc1NCCc1ccccc1 | -2 | -8 | -3
CCOC(=O)CN(C(=O)c1ccccc1)c1ccccc1C | 2 | -5 | 0
COc1ccc(S(=O)(=O)N(CCCN2CCOCC2)Cc2ccc(OC)c(OC)c2)cc1 | -1 | 7 | 9
Cc1occc1-c1nnc(SCC(=O)N(C)C)o1 | 0 | -1 | 6
CCOc1ccc(-n2c(=O)c3c4c(sc3n(CC(=O)NCc3ccco3)c2=O)CCC4)cc1 | -10 | 1 | -2
Cc1cc(=O)[nH]c(SCC(=O)NCc2ccco2)n1 | -1 | -1 | 2
Cc1[nH]c(=O)[nH]c(=O)c1CSc1nnc([C@@H](NC(=O)OC(C)(C)C)C(C)C)o1 | 30 | 2 | -1
O=C(NCCN=C1NS(=O)(=O)c2ccccc21)c1ccc2nccnc2c1 | 2 | 8 | 0
COc1ccccc1NC(=O)CN1CCCCC1 | -8 | 7 | -2
NC(=S)N/N=C/c1cc([N+](=O)[O-])ccc1OCCOc1ccccc1 | -9 | 2 | 0
COc1cccc(C=Nc2ccccc2C(=O)Nc2nccs2)c1OC | -6 | 7 | -6

Given with values under each structure: part of the list above.
Second line of a record: miR-122 sensor | PGC1a acetyl inh | Cneo AK release
Cc1occc1-c1nnc(SCC(=O)N(C)C)o1
  0 | -1 | 6
CCOC(=O)CN(C(=O)c1ccccc1)c1ccccc1C
  2 | -5 | 0
COc1cccc(C=Nc2ccccc2C(=O)Nc2nccs2)c1OC
  -6 | 7 | -6
CCOc1ccc(-n2c(=O)c3c4c(sc3n(CC(=O)NCc3ccco3)c2=O)CCC4)cc1
  -10 | 1 | -2

(further entries)
SMILES | miR-122 sensor | PGC1a acetyl inh | Cneo AK release
CCSc1nnc(-c2cccc(S(=O)(=O)N(C)C)c2)n1-c1cc(OC)ccc1OC | -1 | -12 | 1
O=C(O)c1cc2c(s1)-c1ccccc1OC2 | 4 | 4 | 0
C#CCOCCOCCOCCNc1nc(N2CCN(C(=O)[C@H](CCC(=O)O)n3cc(C(N)CO)nn3)CC2)nc(N2CCN(C(=O)[C@H](CCC(=O)O)n3cc(C(N)[C@H](C)CC)nn3)CC2)n1 (stereo partly drawn) | 0 | -1 | 1
CCOc1ccc(NC(=O)c2cccs2)c([N+](=O)[O-])c1 | -5 | 9 | 0
Cc1nc(OCc2ccccc2)c2ccccc2n1 | 1 | 6 | 5
C/C(=C\c1ccco1)C1C(C#N)=C(N)Oc2n[nH]c(-c3ccccc3)c21 (stereo not drawn) | -2 | 0 | -2
O=C(CN(Cc1cccs1)C(=O)CSc1nnc(COc2ccccc2)o1)NC1CCCC1 | 0 | 7 | -1
CN(C(=O)c1cc2n(n1)C(C(F)(F)F)CC(c1ccco1)N2)c1ccccc1 (stereo not drawn) | 3 | -8 | -3
Cc1cccc(C)c1NC(=O)C1CCCN1S(=O)(=O)c1ccc2c(c1)n(C)c(=O)c(=O)n2C (stereo not drawn) | -1 | 6 | 0
COc1ccc(CCNC(=O)Cc2cc(OC)c(OC)cc2[N+](=O)[O-])cc1OC | 0 | -2 | 0
COc1ccc(/C=C(/C#N)C(=O)Nc2cccc(C)c2C)cc1C(=O)O | -6 | -2 | 0
CCOC(=O)CCP(=O)(O)C(O)c1ccccc1 (stereo not drawn) | -8 | 3 | 2
CCOC(=O)C1=C(C)N(C)C(C)=C(C(=O)OCC)C1c1ccc(C(=O)OC)cc1 | 2 | -5 | -1
COc1ccc(Cl)cc1NC(=O)C1CCCO1 (stereo not drawn) | 1 | 0 | 3
CN(C)C(=O)C(=O)c1c(-c2ccccc2)cc2ccccn12 | -3 | 2 | 0

Following part
SMILES | miR-122 sensor | PGC1a acetyl inh | Cneo AK release
COc1ccc(NC(=O)Cc2ccc(Cl)cc2)cc1NC(=O)c1ccco1 | -3 | -25 | 2
CC(=O)c1cc2c(cc1NC(=O)CN1CCN(c3ccc(F)cc3)CC1)OCO2 | -2 | -7 | 2
Cc1cnc(NC(=O)CN2CCN(c3ccccc3F)CC2)s1 | 4 | 4 | -1
Cc1ccc(-c2nnn(CC(=O)N(c3ccc(F)cc3)C(C(=O)NC(C)(C)C)c3ccco3)n2)o1 (stereo not drawn) | -7 | 5 | 4
Cc1ccc(NC(=O)Nc2nc(-c3ccc(C)s3)cs2)cc1 | -2 | -13 | 11

Some of the compounds tested; the hit share may differ from the screen's.
